# Screens from PubChem BioAssay.
# NCOA1 inh: inhibits human SRC1 coactivator | inhibition, % at 3.6 µM | Q15788 | 360,000 compounds, 0.12% hits | HEK293 GAL4-SRC1 luciferase reporter, luminescence;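 active = inhibition above the campaign mean plus 3 SD, with each screening campaign given its own cutoff, cut at about 60% in these data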;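 note: 0% = DMSO treated cells and 100% = gossypol at 36 µM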
# KKLEB cytotox: reduces viability of KKLEB cystic fibrosis airway cells | activity change (cytotoxicity), % at 5 µM | KKLEB CF airway cells viability, ATPlite luminescence, overnight; active compounds read low; cells stimulated with P. aeruginosa culture filtrate | 360,000 compounds, 0.36% hits;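 active = corrected activity change at or below -50% at 5 µM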
# Shn3 inh set2: Schnurri-3 reporter inhibition in Clone20 osteoblasts. 360,000 compounds, 0.52% hits. Clone20 osteoblast Shn3 3'UTR firefly luciferase, 24 h. inhibition, % at 12.5 µM;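 active = mean inhibition of at least 75% with every replicate also reaching 75%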;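 note: 0% = median of neutral control wells and 100% = pilot-screen positive control compound; some compounds past the cut are filed as inactive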
# TROY signal inh: blocks TROY-dependent signaling in reporter cells. 360,000 compounds, 0.98% hits. Q293 LMP1-TROYcd NF-kB luciferase reporter, 4 h. inhibition, % at 10 µM;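 active = compounds whose plate-normalised and pattern-corrected inhibition of the luciferase reporter signal at the single screening dose is 50% or more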
# TRAIL sens C8: sensitizes caspase-8 expressing cells to TRAIL | NB7+C8 cells + TRAIL, ATPlite viability luminescence | inhibition (viability loss, TRAIL sensitization), % at 10 µM | 360,000 compounds, 1% hits | AID 624354;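 active = compounds causing at least 50% loss of cell viability in the single-dose screen, relative to plate controls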
# COUP-TFII inh: NR2F2 (human) inhibition, primary screen | P24468 | HEK293T NGFI-A luciferase reporter, luminescence | inhibition, % at 8.6 µM | 370,000 compounds, 0.7% hits | AID 686940;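 active = inhibition above a per-plate cutoff, mean inhibition of test wells between control levels plus 3 SD, cut at about 38% in these data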;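 note: cells cotransfected with COUP-TFII expression vector driving the NGFI-A reporter; 0% = median of COUP-TF2 test wells and 100% = reporter-only cells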
# CF NFkB block: inhibitors of cystic fibrosis induced NF-kB; KKLEB NF-kB-GFP reporter, PAF-induced, GFP fluorescence overnight; AID 588850; inhibition, % at 5 µM; 360,000 compounds, 0.86% hits;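 active = at least 50% inhibition at 5 µM, scaled per plate between neutral and stimulator controls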;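 note: PAF is a Pseudomonas aeruginosa culture filtrate used as stimulus; plate controls were PAF-stimulated DMSO wells for no effect and unstimulated DMSO wells for full effect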
# NCOA3 inh: inhibitors of human steroid receptor coactivator 3 (SRC3); AID 588352; HEK293 GAL4-SRC3 luciferase reporter, luminescence; Q9Y6Q9; inhibition, % at 3.6 µM; 360,000 compounds, 0.17% hits;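 active = inhibition above a per-campaign cutoff, the mean of all compounds plus 3 SD, cut at about 60% in these data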;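 note: 0% = DMSO-treated cells and 100% = gossypol-treated cells at 36 µM; higher means less SRC3-driven luciferase light from the GAL4 reporter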
# Target sequence (Q9Y6Q9 whole entry, looked up, the tested form may be a part): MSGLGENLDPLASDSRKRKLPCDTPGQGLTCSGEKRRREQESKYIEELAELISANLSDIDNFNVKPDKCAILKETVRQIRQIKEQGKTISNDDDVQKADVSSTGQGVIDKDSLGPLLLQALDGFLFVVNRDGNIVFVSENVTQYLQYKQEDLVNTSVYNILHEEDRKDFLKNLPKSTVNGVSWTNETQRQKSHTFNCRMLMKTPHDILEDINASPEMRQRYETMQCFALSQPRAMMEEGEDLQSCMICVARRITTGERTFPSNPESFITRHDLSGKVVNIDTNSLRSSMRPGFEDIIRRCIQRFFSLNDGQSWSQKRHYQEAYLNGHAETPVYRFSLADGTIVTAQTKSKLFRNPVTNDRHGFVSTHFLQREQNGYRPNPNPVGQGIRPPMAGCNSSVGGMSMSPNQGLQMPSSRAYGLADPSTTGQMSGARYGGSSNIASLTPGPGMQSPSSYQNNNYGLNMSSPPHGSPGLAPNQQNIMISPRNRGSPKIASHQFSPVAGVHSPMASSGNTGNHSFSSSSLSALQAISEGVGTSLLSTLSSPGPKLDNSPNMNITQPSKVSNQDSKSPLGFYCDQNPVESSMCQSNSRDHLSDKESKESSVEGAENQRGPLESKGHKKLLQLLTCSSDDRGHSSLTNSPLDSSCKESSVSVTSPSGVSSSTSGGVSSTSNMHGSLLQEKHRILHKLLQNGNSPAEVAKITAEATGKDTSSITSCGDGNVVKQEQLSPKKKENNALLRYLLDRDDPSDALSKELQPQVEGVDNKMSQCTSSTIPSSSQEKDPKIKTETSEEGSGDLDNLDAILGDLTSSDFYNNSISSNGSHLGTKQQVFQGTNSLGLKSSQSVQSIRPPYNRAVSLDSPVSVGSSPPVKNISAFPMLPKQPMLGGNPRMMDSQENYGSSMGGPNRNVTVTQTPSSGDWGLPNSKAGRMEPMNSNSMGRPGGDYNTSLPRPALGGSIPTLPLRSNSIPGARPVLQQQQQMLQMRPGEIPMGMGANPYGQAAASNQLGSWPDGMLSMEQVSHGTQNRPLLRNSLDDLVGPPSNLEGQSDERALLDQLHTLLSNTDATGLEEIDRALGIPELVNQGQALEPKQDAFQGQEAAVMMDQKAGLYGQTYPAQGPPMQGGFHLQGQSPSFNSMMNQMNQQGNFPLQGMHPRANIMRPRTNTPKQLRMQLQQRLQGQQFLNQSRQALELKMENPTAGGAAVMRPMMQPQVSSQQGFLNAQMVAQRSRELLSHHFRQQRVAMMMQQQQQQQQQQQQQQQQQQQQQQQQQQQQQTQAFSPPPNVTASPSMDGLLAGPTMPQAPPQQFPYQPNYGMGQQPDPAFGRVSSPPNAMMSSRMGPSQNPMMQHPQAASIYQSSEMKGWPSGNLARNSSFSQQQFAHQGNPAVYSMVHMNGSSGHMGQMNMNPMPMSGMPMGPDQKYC
# LRH-1 inv ag: inverse agonists of human LRH-1 (NR5A2). HEK293T StAR-luciferase reporter, LRH-1 transfected, 24 h. inhibition, % at 3.6 µM. 360,000 compounds, 0.13% hits;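 active = inhibition above the mean inhibition of all tested compounds plus 3 SD, cut at about 73% in these data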;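 note: 0% = DMSO wells and 100% = reporter-only cells lacking LRH-1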
# TWEAK-Fn14 inh: blocks TWEAK-Fn14 interaction in a reporter cell assay | TWEAK-stimulated Fn14 reporter cells, luciferase luminescence, 8 h | 360,000 compounds, 2% hits | inhibition, % at 10 µM; in the data active = inhibition above about 50%
# LMP1 NFkB inh: Epstein-Barr LMP1 NF-kappaB reporter inhibition. LMP1-induced NF-kappaB luciferase reporter cells, luminescence. inhibition, % at 12.5 µM. 350,000 compounds, 0.69% hits. AID 504558; in the data active = inhibition above about 41%;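 note: 0% = neutral control wells and 100% = reference inhibitor control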
# * marks the source's active call; other numbers are inactive results; nt = not tested or not shown.
SMILES,NCOA1 inh,KKLEB cytotox,Shn3 inh set2,TROY signal inh,TRAIL sens C8,COUP-TFII inh,CF NFkB block,NCOA3 inh,LRH-1 inv ag,TWEAK-Fn14 inh,LMP1 NFkB inh
O=C(c1cc2cc3ccc(Cl)cc3nc2o1)N1CCN(Cc2ccc3c(c2)OCO3)CC1,-9,-8,11,-17,3,-3,17,20,-18,-31,-2
Cc1nnc2ccc(-c3ccc(NS(=O)(=O)c4ccccc4[N+](=O)[O-])cc3)nn12,3,8,-5,9,15,-48,-28,5,10,-1,9
O=C(CN1CCN(CC(=O)Nc2ccccc2Cl)CC1)NCC1(N2CCOCC2)CCCCC1,-5,-1,24,-11,-3,-6,16,-7,-12,-8,7
CN(C(=O)c1cccc(NC(=O)Cc2ccc(NC(=O)C3CCCN(C(=O)C4CC4)C3)cc2)c1)C1CCCC1 (stereo not given),-25,32,-3,-6,-6,15,-31,-13,-5,-1,7
CC(C)N(CCCNC(=O)C1CCN(C(=O)c2cc3sccc3n2C)CC1)Cc1ccccc1,-16,-2,4,-22,8,22,1,-2,-7,5,7
O=C(NC1=NN(c2ccccc2)CC1)Nc1ccccc1F,-46,1,-18,-65,5,-9,-27,-26,-39,-15,-7
COc1ccc(-c2ccc(C)cc2)cc1[C@H]1[C@H]2C=CC[C@@H](C)[C@@H]2C(=O)N1Cc1ccccc1,-6,0,11,1,26,15,18,3,-1,-17,-4
CCOC(=O)CSc1nc2c(c(=O)[nH]c(=O)n2C)n1Cc1ccccc1,3,-5,-5,-2,2,3,-10,-10,-5,-4,-10
Cn1nnnc1SCc1ccccc1F,19,-15,3,-21,-3,18,-6,-7,-17,10,0
O=C(NCCN1CCC(n2c(=O)[nH]c3ccccc32)CC1)c1ccc(F)cc1Cl,nt,nt,nt,1,-13,-3,nt,nt,-10,-8,nt
CN(Cc1ccccc1)C(=O)c1ncn2c1c(=O)[nH]c1cccnc12,-12,-6,1,1,7,-9,17,-7,15,-6,-8
N#CC1CCN(c2ncccc2[N+](=O)[O-])CC1,-12,18,-3,-3,-7,0,5,7,0,0,1
COc1ccccc1CCCNC(=O)C1CCC(=O)N(CCN2CCOCC2)C1 (stereo not given),-7,-2,7,-2,-15,-3,21,-11,-14,-11,0
N=C1C(c2ccccc2)=C(O)CN1c1cccc(S(=O)(=O)N2CCOCC2)c1,0,6,-17,3,-3,8,-2,-10,-8,9,0
COc1ccc(C)cc1S(=O)(=O)N1CCC(C(=O)NCCc2ccccc2)CC1,8,-4,4,7,-4,3,1,-7,-57,4,2
CCCCCCCCC(=O)NNC(=O)c1c(O)c2ccccc2n(CCC)c1=O,0,-1,8,-6,-9,9,1,7,-1,-1,-8
COCCNCCCCOc1ccc(Br)cc1C,4,-2,-14,0,12,19,30,14,6,-3,8
CN(C)c1nc(OCCOC(=O)c2ccccc2)nc(N(C)C)n1,-3,13,5,8,4,13,-3,5,-5,-17,9
C[C@@H]1CN([C@@H](C)CO)C(=O)c2cccc(NC(=O)c3nc4ccccc4s3)c2O[C@@H]1CN(C)CC1CC1,-6,2,-4,-10,8,17,2,-7,7,3,-26
CCc1cc(C(=O)NCCN(C)C)cs1,-10,0,6,5,-5,10,13,5,8,-17,-1
N#CC1CN(Cc2ccccc2)CN(Cc2ccccc2)C1,1,-1,-5,2,-4,14,10,-2,4,-21,-9
CCOc1cc(-c2sc(Nc3cc(C)ccc3OC)n[n+]2-c2ccccc2)ccc1OC,-7,-9,-42,17,17,23,30,11,4,-3,2
CCCn1c(C(C)Nc2nc(-c3ccc(OC)cc3)cs2)nc2ccccc21 (stereo not given),2,-13,-2,6,-21,10,15,-1,-2,-6,-4
CCCn1nc(NS(=O)(=O)c2cccc3nonc23)c2cc3cc(C)ccc3nc21,18,20,6,-21,43,-11,3,-2,7,7,-6
COc1ccc(Br)c(C(=O)OCC(=O)NC2CCCCCCC2)c1,-5,-16,0,-13,-7,5,14,-8,-3,-26,-9
# Following part.
SMILES,NCOA1 inh,KKLEB cytotox,Shn3 inh set2,TROY signal inh,TRAIL sens C8,COUP-TFII inh,CF NFkB block,NCOA3 inh,LRH-1 inv ag,TWEAK-Fn14 inh,LMP1 NFkB inh
Cc1ccc(C)c(NC(=O)COC(=O)CNC(=O)C2CCCCC2)c1,-22,-2,-2,-11,0,-4,0,8,12,4,0
COc1ccc(NC(=O)c2cnn(-c3ccccc3)c2C)cc1OC,-50,3,-16,-43,29,-11,-1,-62,-76,-21,-5
CN(NC(=O)COc1ccccc1)c1ccccc1,-3,-6,-5,1,-17,23,-1,1,2,17,2
COc1ccc(C(=O)Nc2ccc(Cl)cc2C(=O)NCc2ccco2)cc1OC,-9,2,10,-12,-14,2,-7,-41,-7,28,12
COc1ccc(NC(=O)c2c(NC(=O)CCC(=O)O)sc3c2CCCCC3)cc1,-1,-14,-9,-9,1,2,11,-16,-1,9,-4
COc1ccc(CN(C(=S)Nc2ccccc2)C2CC(=O)N(c3ccccc3)C2=O)cc1 (stereo not given),-24,8,-13,-8,11,-6,-18,-26,-15,15,-6
Cc1cc(=O)oc2c(C(=O)/C=C\c3cccs3)c(O)ccc12,-1,-9,-15,-27,0,-3,-30,-5,11,0,-1
N#Cc1c(-c2ccc(F)cc2)c(-c2ccc(F)cc2)nn(CCO)c1=O,0,-4,0,11,17,13,11,5,16,23,1
COCCOC(=O)c1c(C)oc2ccc(OC(=O)COc3c(F)c(F)c(F)c(F)c3F)cc12,4,5,-15,-29,-16,2,3,-5,10,-10,0
CCOC(=O)c1cccc(NC(=O)CCc2nnc3ccc(N4CCOCC4)nn23)c1,10,5,-7,-11,-6,-2,-18,-11,18,0,1
CC1=C(C#N)C(c2ccc(O)cc2)C(C#N)=C(C)N1,13,1,4,-2,4,18,-10,23,0,1,4
CC(=O)Nc1ccc(S(=O)(=O)N2CCSC2c2ccc(C)cc2)cc1 (stereo not given),7,2,13,18,9,4,-18,-7,4,2,11
COc1ccccc1NC(=O)c1ccc(C(=O)Nc2ccccc2OC)nc1,7,-3,18,14,4,8,0,5,14,-39,3
COc1ccc(C2=CC(=O)C[C@H](c3ccc(OC)c(OC)c3)C2)cc1,-2,-7,15,-7,11,-1,1,-4,18,1,2
O=C(NCc1ccc(Cl)cc1)N1CCc2ccccc2C1,9,2,12,-55,-15,-10,-5,1,0,38,-3
O=C(CSc1nc2ccccc2o1)N1N=C(c2cccs2)CC1c1ccc(F)cc1 (stereo not given),8,-25,-43,-20,-6,14,5,8,-16,15,6
Cc1ccc(/C=N/NC(=O)CN2CCN(Cc3ccccc3)CC2)s1,1,-1,nt,2,7,20,4,23,3,10,-6
NC(=O)c1ccc[n+](CCC[n+]2cccc(C(N)=O)c2)c1,7,6,15,-18,-5,7,-20,12,-5,-12,-4
COC(=O)/C=C/C(=O)Nc1cccnc1,-11,1,17,4,0,6,11,-10,-19,25,3
COCC(C)N1CCC(Oc2ccc(C(=O)NCc3ccccn3)cc2)CC1 (stereo not given),-14,2,10,-18,13,-1,2,12,8,12,3
C[C@@H]1CNC(=O)c2c(C(=O)NCc3ccc(CNC(=O)OC(C)(C)C)cc3)ncn21,-4,-6,16,9,-12,-3,15,7,10,-7,13
CC(=O)N1CCN(Cc2nc3cc([N+](=O)[O-])ccc3n2C)CC1,14,-1,8,-11,-13,23,-17,-12,9,2,4
CN(CC(=O)Nc1ccccc1Cl)C(=O)COC(=O)C1=COCCO1,-5,12,-1,5,20,16,-1,-6,-1,3,-5
O=C(CN1CCN(CC(=O)Nc2cccc(F)c2)CC1)NCC1(N2CCOCC2)CCCCC1,0,13,-19,-7,-10,5,0,10,3,11,1
Nc1sc2c(c1C(=O)NC1CCS(=O)(=O)C1)CCC2 (stereo not given),-22,2,6,2,-10,nt,-2,-12,5,-1,1

# A stretch of the results above, for reference:
SMILES,NCOA1 inh,KKLEB cytotox,Shn3 inh set2,TROY signal inh,TRAIL sens C8,COUP-TFII inh,CF NFkB block,NCOA3 inh,LRH-1 inv ag,TWEAK-Fn14 inh,LMP1 NFkB inh
Cc1ccc(C)c(NC(=O)COC(=O)CNC(=O)C2CCCCC2)c1,-22,-2,-2,-11,0,-4,0,8,12,4,0
COc1ccc(NC(=O)c2cnn(-c3ccccc3)c2C)cc1OC,-50,3,-16,-43,29,-11,-1,-62,-76,-21,-5
CN(NC(=O)COc1ccccc1)c1ccccc1,-3,-6,-5,1,-17,23,-1,1,2,17,2
COc1ccc(C(=O)Nc2ccc(Cl)cc2C(=O)NCc2ccco2)cc1OC,-9,2,10,-12,-14,2,-7,-41,-7,28,12
COc1ccc(NC(=O)c2c(NC(=O)CCC(=O)O)sc3c2CCCCC3)cc1,-1,-14,-9,-9,1,2,11,-16,-1,9,-4
COc1ccc(CN(C(=S)Nc2ccccc2)C2CC(=O)N(c3ccccc3)C2=O)cc1 (stereo not given),-24,8,-13,-8,11,-6,-18,-26,-15,15,-6
Cc1cc(=O)oc2c(C(=O)/C=C\c3cccs3)c(O)ccc12,-1,-9,-15,-27,0,-3,-30,-5,11,0,-1
N#Cc1c(-c2ccc(F)cc2)c(-c2ccc(F)cc2)nn(CCO)c1=O,0,-4,0,11,17,13,11,5,16,23,1
COCCOC(=O)c1c(C)oc2ccc(OC(=O)COc3c(F)c(F)c(F)c(F)c3F)cc12,4,5,-15,-29,-16,2,3,-5,10,-10,0
CCOC(=O)c1cccc(NC(=O)CCc2nnc3ccc(N4CCOCC4)nn23)c1,10,5,-7,-11,-6,-2,-18,-11,18,0,1
CC1=C(C#N)C(c2ccc(O)cc2)C(C#N)=C(C)N1,13,1,4,-2,4,18,-10,23,0,1,4
CC(=O)Nc1ccc(S(=O)(=O)N2CCSC2c2ccc(C)cc2)cc1 (stereo not given),7,2,13,18,9,4,-18,-7,4,2,11
COc1ccccc1NC(=O)c1ccc(C(=O)Nc2ccccc2OC)nc1,7,-3,18,14,4,8,0,5,14,-39,3

# (list continues)
SMILES,NCOA1 inh,KKLEB cytotox,Shn3 inh set2,TROY signal inh,TRAIL sens C8,COUP-TFII inh,CF NFkB block,NCOA3 inh,LRH-1 inv ag,TWEAK-Fn14 inh,LMP1 NFkB inh
CC(C)N(C(C)C)S(=O)(=O)c1ccc(NN)nc1,-2,-13,-7,17,12,16,-9,13,-7,4,0
COc1ccc(C(=O)Nc2cc(=O)n(C)c(=O)n2C)cc1OC,9,6,0,3,-1,3,6,-4,8,-20,4
C/C(=N\NC(N)=S)C1(C)CCCCC1,12,-5,-23,-15,8,23,-22,7,47,-14,-2
Cc1nn(C(C)C(=O)NCCc2ccco2)c(=O)c2nn(-c3ccccc3)c(C)c12 (stereo not given),5,-18,-5,16,-3,-2,3,1,10,-2,10
COc1ccc(S(=O)(=O)N(C)C)cc1NC(=O)COC(=O)C1CC1,7,0,-4,-2,-14,-29,1,-19,4,17,-1
OCc1nc(CO)n(Cc2ccccc2)n1,-4,6,-9,12,3,-2,0,-1,6,-14,-4

# Not all compounds are listed, so the mix of outcomes need not match the whole.
